Bioassay records as filed in PubChem.
Shiga inhibitor: Shiga toxin inhibition | Vero cells, Shiga toxin protein synthesis inhibition reporter | inhibition, % at 38.7 µM | hit rate 9.2% among 290,000; in the data active = inhibition mostly above about 28%, no sharp cut-off; inactive = mostly below about 43%; also: 0% is about no effect
Cycloheximide cs: counter-screen hit for Shiga toxin inhibitors, cycloheximide; hit rate 12% among 300,000; AID 2314; cell reporter, cycloheximide protein synthesis inhibition counterscreen; max response, %; in the data active = max response mostly above about 13%, no sharp cut-off; inactive = mostly below about 14%; also: read at 38.3 µM for the half of the compounds with a filed dose; 0% is about no effect
LmPK inh: LmPK (Leishmania mexicana) enzyme inhibition; Q27686; purified LmPK, Kinase-Glo ATP luminescence, 1 h; Potency, µM (highest dose often 57.5 µM), without a hit: at the highest dose activity change, negative = inhibition, most hits filed as inhibitors; hit rate 0.37% among 290,000; AID 1721; also: potency is read from the fitted curve at half-maximal effect; % is scaled to controls: 0 for no effect and ±100 for the full control effect
Target sequence (Q27686 whole entry, looked up): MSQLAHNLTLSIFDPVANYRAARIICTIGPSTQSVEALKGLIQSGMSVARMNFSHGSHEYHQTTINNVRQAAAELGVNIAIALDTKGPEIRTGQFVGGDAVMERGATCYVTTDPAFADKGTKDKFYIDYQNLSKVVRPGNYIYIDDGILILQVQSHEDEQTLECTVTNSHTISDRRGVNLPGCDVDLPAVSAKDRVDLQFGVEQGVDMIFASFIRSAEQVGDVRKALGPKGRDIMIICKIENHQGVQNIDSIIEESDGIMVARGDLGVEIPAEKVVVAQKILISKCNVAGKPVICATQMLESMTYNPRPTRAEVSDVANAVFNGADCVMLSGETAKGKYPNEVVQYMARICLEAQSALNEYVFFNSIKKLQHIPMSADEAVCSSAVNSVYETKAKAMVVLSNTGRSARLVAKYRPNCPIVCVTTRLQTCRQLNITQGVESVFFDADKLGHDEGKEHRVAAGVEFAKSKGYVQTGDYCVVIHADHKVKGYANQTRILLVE
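Purified LmPK (0.1 nM) with 0.5 mM PEP and 0.1 mM ADP in imidazole buffer pH 7.2 with MgCl2/KCl, 1 h at room temperature. ATP formed was read by luciferase luminescence and normalized to no-enzyme and uninhibited controls.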
Pf growth 48h: inhibits P. falciparum growth in the first generation, 48 h; P. falciparum luciferase growth in erythrocytes, 48 h; AID 504832; Potency, µM (doses to about 28.7 µM), for inactives: top-dose activity change, negative = inhibition, actives largely listed as inhibitors; hit rate 5.9% among 310,000; also: potency is read from the fitted curve at half-maximal effect; % is scaled to controls: 0 for no effect and ±100 for the full control effect
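Compounds are pin-transferred into medium, infected erythrocytes (2% hematocrit, 0.1% parasitemia final) are added, and plates sit one parasite generation at 37 C in 5% CO2. Detection reagent is then added and luminescence measured.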
AMA1 RON2 block: disrupts binding of P. falciparum AMA1 to RON2; AlphaScreen AMA1-biotinylated RON2 peptide binding; Potency, µM (titrated, usually from 58.2 µM), without a hit: at the top dose activity change, negative = inhibition, actives largely listed as inhibitors; hit rate 0.2% among 360,000; AID 720542;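 also: potency is read from the fitted curve at half-maximal effect; 0% = vehicle wells and -100% = peptide control; nearly all actives have a fitted effect of over 45% in size; some results filed as inactive show a strong effect at the top dose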
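AMA1 (3D7) with his tag at 25 nM final met compounds first, then biotinylated RON2 peptide at 25 nM; detection used donor plus acceptor beads, 10 µg/mL apiece, read by AlphaScreen after 30 min at room temperature.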
TbPYK inhibitor: T. brucei pyruvate kinase inhibition. Q57TT1. TbPYK enzyme, Kinase-Glo Plus ATP luminescence, 45 min. Potency, µM (doses to about 76.8 µM), for inactives: at the highest dose activity, negative = inhibition, actives largely listed as inhibitors. hit rate 0.12% among 410,000. AID 624173; also: potency is read from the fitted curve at half-maximal effect; % is scaled to controls: 0 for no effect and ±100 for the full control effect; nearly all actives have a fitted effect of over 50% in size
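Readout: single end-point luminescence (Kinase-Glo Plus, 10 min). Reaction conditions were TbPYK/substrate plus 130 uM ADP, 45 min at RT, pH 7.2 TEA buffer. No-enzyme wells served as controls, and data were normalized before concentration-response fitting.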
Pf growth 96h: P. falciparum growth inhibition at 96 hours. P. falciparum luciferase reporter growth, 96 h. Potency, µM (series often up to 28.7 µM), for the others: at the top dose activity change, negative = inhibition, actives largely listed as inhibitors. hit rate 6.9% among 320,000; also: potency is read from the fitted curve at half-maximal effect; % is scaled to controls: 0 for no effect and ±100 for the full control effect
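Erythrocytes infected with luciferase-expressing P. falciparum were dispensed at 2% hematocrit and 0.05% parasitemia (final), then incubated with compounds 96 hours at 37 C in 5% CO2. Luminescence after detection reagent addition reported growth.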
* = called active by the depositor; & = joins results of further samples; [ ] = remark or other dose. Unless noted, calls follow the shape of the dose curve; as a rule, active = well fitted curve in the direction sought with a large enough effect; inconclusive = small, poorly fitted or top-dose-only effect, or another doubt; inactive = no such curve, though single readings can be large; an effect the other way counts as inactive or inconclusive. Random draw from the library, and some 21% of all compounds hit somewhere here.

Start of the listing, in advance (2 entries):
What do the screens show for `O=C(O)CC(NC(=O)COc1ccccc1)c1cccc([N+](=O)[O-])c1` (centres undefined)?
Shiga inhibitor: -4; Cycloheximide cs: -3; LmPK inh: 12%[11.5 µM]; Pf growth 48h: 12%; AMA1 RON2 block: 1%; TbPYK inhibitor: -4%; Pf growth 96h: 15%

Results for NS(=O)(=O)c1ccc(CCNC(=O)c2cccc(OC(F)F)c2)cc1 ?
Shiga inhibitor: -17; Cycloheximide cs: -3; LmPK inh: -7%; Pf growth 48h: 3%; AMA1 RON2 block: -1%; TbPYK inhibitor: 3%; Pf growth 96h: 0%

The list itself, from the start:
What do the screens show for `O=C(O)CC(NC(=O)COc1ccccc1)c1cccc([N+](=O)[O-])c1` (centres undefined)?
Shiga inhibitor: -4; Cycloheximide cs: -3; LmPK inh: 12%[11.5 µM]; Pf growth 48h: 12%; AMA1 RON2 block: 1%; TbPYK inhibitor: -4%; Pf growth 96h: 15%

Results for NS(=O)(=O)c1ccc(CCNC(=O)c2cccc(OC(F)F)c2)cc1 ?
Shiga inhibitor: -17; Cycloheximide cs: -3; LmPK inh: -7%; Pf growth 48h: 3%; AMA1 RON2 block: -1%; TbPYK inhibitor: 3%; Pf growth 96h: 0%

Results for COC(=O)c1ccc(NC(=S)NC2CCCCC2)cc1 ?
Shiga inhibitor: 41*; Cycloheximide cs: 23; LmPK inh: 0%; Pf growth 48h: -13%; AMA1 RON2 block: -18%; TbPYK inhibitor: -1%; Pf growth 96h: 19%

What do the screens show for `O=C1C=C(c2ccccc2)C[C@@H](c2ccc3c(c2)OCO3)C1`?
Pf growth 48h: -23%; AMA1 RON2 block: inconclusive; TbPYK inhibitor: -5%; Pf growth 96h: 16%

Results for Cn1c(=O)c2c(ncn2CC(=O)N2CCc3ccccc3C2)n(C)c1=O ?
Shiga inhibitor: -11; Cycloheximide cs: -4; LmPK inh: 0%; Pf growth 48h: -11%; AMA1 RON2 block: -11%; TbPYK inhibitor: 0%

How did Cc1ccccc1CCN1CCCC(CN(C)CC(C)(C)C)C1 (centres undefined) do in these assays?
Shiga inhibitor: -2; Cycloheximide cs: 2; LmPK inh: 0%; Pf growth 48h: -28%; AMA1 RON2 block: -3%; TbPYK inhibitor: 2%; Pf growth 96h: -18%

What do the screens show for `CN(C)S(=O)(=O)c1ccc(N2CCCC2)c(C(=O)N2CCC(C(N)=O)CC2)c1`?
Pf growth 48h: 3%; AMA1 RON2 block: -12%; TbPYK inhibitor: 0%; Pf growth 96h: inconclusive

How did O=[N+]([O-])c1c(Cl)cccc1-c1c[nH]cc1Cl do in these assays?
Pf growth 48h: -11%; TbPYK inhibitor: 0%; Pf growth 96h: -5%

How did COC(=O)CSc1nnc(-c2ccccn2)n1N do in these assays?
Shiga inhibitor: 14; Cycloheximide cs: 1; LmPK inh: 1%; Pf growth 48h: -7%; AMA1 RON2 block: -11%; TbPYK inhibitor: -9%; Pf growth 96h: 65%[activator]

How did Cc1cc(Cl)nc(-c2ccccc2O)n1 do in these assays?
Shiga inhibitor: -8; Cycloheximide cs: -2; LmPK inh: 1%; Pf growth 48h: 28%; AMA1 RON2 block: 15%; TbPYK inhibitor: 6%; Pf growth 96h: 4%

Results for FC(F)(F)c1cc(CCN2C(=S)NC[C@@H]2CC2CCCCC2)cc(C(F)(F)F)c1 ?
Shiga inhibitor: -4; Cycloheximide cs: -4; LmPK inh: 5%; Pf growth 48h: inconclusive; AMA1 RON2 block: 7%; TbPYK inhibitor: -1%; Pf growth 96h: inconclusive

What do the screens show for `Cc1ccc(NC(=O)CCc2ccc(C)o2)cc1`?
Cycloheximide cs: 16*; LmPK inh: -4%; Pf growth 48h: 52%[activator]; AMA1 RON2 block: 35%[activator]; TbPYK inhibitor: -8%; Pf growth 96h: -26%

What do the screens show for `O=C1NC(=O)N(Cc2ccc(F)cc2)C(=O)/C1=C/c1cccs1`?
Shiga inhibitor: 20; Cycloheximide cs: -1; LmPK inh: 5%; Pf growth 48h: 18%; AMA1 RON2 block: 5%; TbPYK inhibitor: inconclusive; Pf growth 96h: -17%

Results for COc1ccc(Cl)cc1NC(=O)C/C(C)=N/NC(=O)c1ccc(O)cc1 ?
Shiga inhibitor: 68*; Cycloheximide cs: 31*; LmPK inh: 1%; Pf growth 48h: 12%; AMA1 RON2 block: 75%[activator]; TbPYK inhibitor: -3%; Pf growth 96h: inconclusive

Results for CC(=O)Nc1ccc(NC(=O)CCCSc2nc3ccccc3[nH]2)cc1 ?
Shiga inhibitor: -3; Cycloheximide cs: 8; LmPK inh: 2%; Pf growth 48h: 7%; AMA1 RON2 block: -1%; TbPYK inhibitor: 4%; Pf growth 96h: -14%

Results for COc1cc(S(=O)(=O)N2CCOCC2)ccc1NC(=O)CN1c2cccc3cccc(c23)S1(=O)=O ?
Shiga inhibitor: -13; Cycloheximide cs: -5; LmPK inh: 2%; Pf growth 48h: -16%; AMA1 RON2 block: -8%; TbPYK inhibitor: 0%; Pf growth 96h: inconclusive

How did Cn1c(Nc2ccc(Cl)cc2)cc(=O)n(C)c1=O do in these assays?
Cycloheximide cs: 4; LmPK inh: 4%; Pf growth 48h: inconclusive; AMA1 RON2 block: -5%; TbPYK inhibitor: -4%&-9%; Pf growth 96h: -10%

Results for COc1ccc(-n2c(=O)c(CCC(=O)NCCc3ccccc3F)nc3ccccc32)cc1 ?
Pf growth 48h: inconclusive; AMA1 RON2 block: -9%; TbPYK inhibitor: 2%; Pf growth 96h: inconclusive

How did COc1ccc(NC2c3ccccc3C(=O)N2c2ccccn2)cc1 (centres undefined) do in these assays?
Shiga inhibitor: 45*; Cycloheximide cs: 20*; LmPK inh: 8%; Pf growth 48h: inconclusive; AMA1 RON2 block: -9%; TbPYK inhibitor: -3%; Pf growth 96h: 12µM*

Results for O=C(O)c1ccc(N2C(=O)c3cccc4cccc(c34)C2=O)cc1 ?
Shiga inhibitor: 28; Cycloheximide cs: -1; LmPK inh: -7%; Pf growth 48h: 15%; AMA1 RON2 block: 13%; TbPYK inhibitor: -3%; Pf growth 96h: 0%

How did COc1ccc(N2CCN(CC(O)COc3ccccc3[N+](=O)[O-])CC2)cc1 (centres undefined) do in these assays?
Shiga inhibitor: 7; Cycloheximide cs: -2; LmPK inh: 2%; Pf growth 48h: -11%; AMA1 RON2 block: -19%; TbPYK inhibitor: -6%; Pf growth 96h: -24%

What do the screens show for `CN(C)c1ccc(/C=N/NC(=O)c2nonc2N)cc1[N+](=O)[O-]`?
Shiga inhibitor: 133*; Cycloheximide cs: 41*; LmPK inh: -30%; Pf growth 48h: 2%; AMA1 RON2 block: 2%; TbPYK inhibitor: -22%; Pf growth 96h: 13%

How did CCCCn1c(C)cc(C)c(S(=O)(=O)c2ccccc2C)c1=O do in these assays?
Shiga inhibitor: -7; Cycloheximide cs: -6; LmPK inh: -1%; AMA1 RON2 block: 8%; TbPYK inhibitor: 1%; Pf growth 96h: 15µM*

How did Cc1ccc(C)c(C(=O)COC(=O)Cn2c(C)csc2=O)c1 do in these assays?
Shiga inhibitor: 4; Cycloheximide cs: 14; LmPK inh: -10%; Pf growth 48h: 18%; AMA1 RON2 block: 1%; TbPYK inhibitor: -5%; Pf growth 96h: 32%[activator]

Results for CC(Oc1ccc2c3c(c(=O)oc2c1)CCCC3)C(=O)NCC(O)c1ccccc1 (centres undefined) ?
Shiga inhibitor: 10; Cycloheximide cs: 12; LmPK inh: 9%; Pf growth 48h: 3%; AMA1 RON2 block: 8%; TbPYK inhibitor: -2%; Pf growth 96h: -7%

What do the screens show for `CC1CCCCN1CCCNC(=O)CN1C(=O)c2cccnc2Oc2ccc(Cl)cc21` (centres undefined)?
Shiga inhibitor: 0; Cycloheximide cs: 5; LmPK inh: 5%; Pf growth 48h: inconclusive; AMA1 RON2 block: -2%; TbPYK inhibitor: 1%; Pf growth 96h: 63%[activator]

Results for O=C(COc1ccccc1Cl)NC(=O)NC1CCCCC1 ?
Pf growth 48h: 33%[activator]; AMA1 RON2 block: 0%; TbPYK inhibitor: 5%; Pf growth 96h: -4%

What do the screens show for `O=C(NCCCNCCCNC(=O)c1ccccn1)c1ccccn1`?
Shiga inhibitor: 27; Cycloheximide cs: -3; LmPK inh: 0%; Pf growth 48h: 16%; AMA1 RON2 block: 141%[activator]; TbPYK inhibitor: 3%; Pf growth 96h: -16%

Results for c1ccc(C[n+]2cccc3c4ccccc4ccc32)cc1 ?
Shiga inhibitor: -5; Cycloheximide cs: -1; LmPK inh: 2%; Pf growth 48h: 0.074µM*; AMA1 RON2 block: 11%; TbPYK inhibitor: 5%; Pf growth 96h: 11%

Results for COc1cc2c(cc1OC)CN(CC(=O)Nc1cccc(C)c1)CC2 ?
Shiga inhibitor: -3; Cycloheximide cs: -1; LmPK inh: -1%; Pf growth 48h: inconclusive; AMA1 RON2 block: 3%; TbPYK inhibitor: 3%; Pf growth 96h: -12%

Next section, starting with the last two of the part before.
Results for c1ccc(C[n+]2cccc3c4ccccc4ccc32)cc1 ?
Shiga inhibitor: -5; Cycloheximide cs: -1; LmPK inh: 2%; Pf growth 48h: 0.074µM*; AMA1 RON2 block: 11%; TbPYK inhibitor: 5%; Pf growth 96h: 11%

Results for COc1cc2c(cc1OC)CN(CC(=O)Nc1cccc(C)c1)CC2 ?
Shiga inhibitor: -3; Cycloheximide cs: -1; LmPK inh: -1%; Pf growth 48h: inconclusive; AMA1 RON2 block: 3%; TbPYK inhibitor: 3%; Pf growth 96h: -12%

What do the screens show for `COc1ccc(OC)c(Nc2nc(-c3ccc(O)c(O)c3)cs2)c1`?
Shiga inhibitor: 7; Cycloheximide cs: 1; LmPK inh: -3%; Pf growth 48h: inconclusive; AMA1 RON2 block: -27%; TbPYK inhibitor: -7%; Pf growth 96h: 12%

Results for CN(C(=O)c1ccc2c(c1)OCO2)C1CCCCC1 ?
Shiga inhibitor: 36*; Cycloheximide cs: 42*; LmPK inh: -10%; Pf growth 48h: 77%[activator]; AMA1 RON2 block: 5%; TbPYK inhibitor: 6%; Pf growth 96h: 108%[activator]

How did CC(=O)Nc1ccc(S(=O)(=O)N(Cc2ccccc2)C(C)C)cc1 do in these assays?
Shiga inhibitor: -10; Cycloheximide cs: -2; LmPK inh: 2%; Pf growth 48h: -9%; AMA1 RON2 block: -2%; TbPYK inhibitor: 3%; Pf growth 96h: inconclusive

Results for COc1cccc(CNC2CCCc3ccccc32)c1OC (centres undefined) ?
Shiga inhibitor: -12; Cycloheximide cs: -5; LmPK inh: 0%; Pf growth 48h: -9%; AMA1 RON2 block: -15%; TbPYK inhibitor: 3%; Pf growth 96h: 2.9µM*

How did COCCCNC(=O)COc1cc(C)c(Cl)c(C)c1 do in these assays?
Shiga inhibitor: -11; Cycloheximide cs: 6; LmPK inh: -1%; Pf growth 48h: -2%; AMA1 RON2 block: 3%; TbPYK inhibitor: 6%; Pf growth 96h: 9%

How did CC(C)CCN(C(=O)C1CSC2(C)CCC(=O)N12)c1c(N)n(Cc2ccccc2)c(=O)[nH]c1=O (centres undefined) do in these assays?
Pf growth 48h: inconclusive; AMA1 RON2 block: 15%; TbPYK inhibitor: 2%; Pf growth 96h: 2%
